Assay outcomes deposited in PubChem BioAssay by NCI.
Growth percent in the NCI-60 one-dose screen (48 h, 10 µM unless noted): 100 = growth as untreated, 0 = no growth, -100 = all killed.
HOP-62 – HOP-62 NSCLC. hit rate 3.9% among 80,000
MOLT-4 – MOLT-4 leukemia cells; hit rate 6.9% among 80,000; AID 1794779
CCRF-CEM – CCRF-CEM leukemia; AID 1794778; hit rate 7% among 77,000
HOP-92 – HOP-92 NSCLC cells | hit rate 6.3% among 71,000
SR – SR leukemia cells; hit rate 8.7% among 73,000; AID 1794780
RPMI-8226 – RPMI-8226 leukemia cells | hit rate 7.5% among 77,000 | AID 1794781
A549/ATCC – A549/ATCC NSCLC; hit rate 3.7% among 81,000
EKVX – EKVX NSCLC; hit rate 3% among 71,000; AID 1794765
An asterisk follows results filed as active; · = not tested or not shown; & = joins results of further samples; [ ] = another dose, or the depositor's remark. How the source made its calls: active means growth percent below 10; inactive means the rest.

Start of the data: the first three compounds as a preview:
Fields – HOP-62, MOLT-4, CCRF-CEM, HOP-92, SR, RPMI-8226, A549/ATCC, EKVX
#1 Cc1ccc(S(=O)(=O)N(C)CCN(C)S(=O)(=O)c2ccc(C)cc2)cc1
→ 91, 91, 98, ·, 103, 115, 99, 113
#2 CCNc1cc2c(cc1Br)-c1ccccc1C2=O
→ 92, 98, 97, 85, 92, 100, 96, 72
#3 CC/C(Cc1ccccc1)=C(/c1ccc(O)cc1)c1ccc(OCCCN(C)C)cc1
→ 89, 49, 69, 49, 30, 76, 78, 92

The listing, from the first entry:
Fields – HOP-62, MOLT-4, CCRF-CEM, HOP-92, SR, RPMI-8226, A549/ATCC, EKVX
#1 Cc1ccc(S(=O)(=O)N(C)CCN(C)S(=O)(=O)c2ccc(C)cc2)cc1
→ 91, 91, 98, ·, 103, 115, 99, 113
#2 CCNc1cc2c(cc1Br)-c1ccccc1C2=O
→ 92, 98, 97, 85, 92, 100, 96, 72
#3 CC/C(Cc1ccccc1)=C(/c1ccc(O)cc1)c1ccc(OCCCN(C)C)cc1
→ 89, 49, 69, 49, 30, 76, 78, 92
#4 CN(C)S(=O)(=O)C(C)(C)c1ccccc1
→ 102, 68, 113, 89, 104, 116, 90, 91
#5 Clc1ccc(-c2nc(Br)cn3ccnc23)cc1
→ 84, 79, 93, 54, 92, 93, 104, ·
#6 CC(C)(C)CC(C)(C)n1nnnc1C(NC12CC3CC(CC(C3)C1)C2)c1c2ccccc2cc2ccccc12 (stereo not given)
→ 94, 83, 82, 110, 79, 69, 77, 73
#7 O=C1NC(=O)C2(C=C(c3ccccc3)C(O)(c3ccccc3)C2)N1 (stereo not given)
→ 98, 90, ·, ·, 87, ·, 102, 107
#8 COc1ccc(C2=NN(c3cc(Cl)cc(Cl)c3)C(c3cccc(Nc4ccnc5cc(C(F)(F)F)ccc45)c3)C2)cc1 (stereo not given)
→ 96, 84, 104, 97, 69, 82, 93, 88
#9 C=CCOC(=O)C1=C(C)NC2=C(C(=O)CCC2)C1c1ccccc1 (stereo not given)
→ 83, 94, 106, 94, 92, 104, 99, 107
#10 C[C@@H]1O[C@@H](OC[C@H]2OC(Oc3c(-c4ccc(O)c(O)c4)oc4cc(O)cc(O)c4c3=O)[C@H](O)[C@@H](O)[C@@H]2O)[C@H](O)[C@H](O)[C@H]1O (stereo not given in full)
→ 105, ·, 93, 90, ·, ·, 93, 103
#11 CCN(CC)c1ccc2nc3ccc(=[N+](CC)CC)cc-3oc2c1
→ 1.3*, -21*, 11, 16, 23, 6.4*, 19, 8.2*
#12 CC1(C)CC(=O)C2=C(C1)N(c1ccc(OC(F)(F)F)cc1)C(N)=C(C#N)C2c1ccc(Cl)c([N+](=O)[O-])c1 (stereo not given)
→ 97, 40, 50, 84, 66, 50, 84, 79
#13 CC1CCN(CCCCCOc2ccc3oc4cc(Cl)ccc4c(=O)c3c2)CC1
→ 82, 30, 66, 94, 16, 50, 69, 84
#14 CC1(C)NCCC[C@]2(C)[C@H]3C=CC4=C5C[C@](C)(CO)CC[C@]5(C)CC[C@@]4(C)[C@]3(C)CC[C@@H]12
→ -74*[100 µM], -57*[100 µM], -44*[100 µM], -76*[100 µM], -5.1*[100 µM], -44*[100 µM], -67*[100 µM], -87*[100 µM]
#15 O=C(O)/C=C\C(=O)Nc1ccc(Cl)cc1Cl
→ 90, 91, 109, 90, 98, 112, 68, 97
#16 CC1=CC(C)(C)Nc2ccc(C)cc21
→ 99, 97, 136, 81, 91, 109, 108, 98
#17 O=C(Cn1c(=O)ccn(CCCCCOc2ccc(Br)cc2)c1=O)NCc1ccc(Oc2ccccc2)cc1
→ 65, 43, 54, 44, 41, 39, 49, 53
#18 O=C(O)C(O)C(=O)O
→ 98, 104, ·, ·, 102, 106, 100, ·
#19 O=C(CCCc1ccccn1)c1cccc2ccccc12
→ 100, 99, 82, 37, 94, ·, 103, 97
#20 S=C1NCc2cncnc2N1
→ 94, 96, ·, 96, ·, 102, 98, ·
#21 CN(Cc1cccc(C(F)(F)F)c1)C(=O)[C@@H](CC(=O)N1CCC(N2CCCCC2)CC1)N1C(=O)[C@@H](N2C(=O)OC[C@@H]2c2ccccc2)[C@H]1/C=C/c1ccccc1
→ 81, 58, 91, 59, 54, 67, 81, 90
#22 Fc1ccccc1-c1nc(-c2nc3ccc(Cl)cc3[nH]2)c2ccccn12
→ 94, 52, 69, 81, 56, 60, 79, ·
#23 N#C/C(=C1\SCCCN1c1ccccc1)c1nc2ccccc2s1
→ 86, 81, 90, 76, 83, 88, 90, 96
#24 Brc1c(-c2ccncc2)nc2n1CCS2
→ ·, 87, -8.8*, 74, 53, 60, 94, 110
#25 CCOC(=O)/C=C/c1c(C)[nH]c(=O)[nH]c1=O
→ 94, 61, 89, 114, 70, 110, 97, 78
#26 CCCCCN(CCCCC)CCCCCCCCCN1CCCc2cc(OC)ccc21
→ 85, 67, 62, ·, 59, 35, 82, 70
#27 COc1ccc(-c2nc3cc(-c4nnc(C)o4)ccc3n2C2CCCCC2)cc1
→ 84, 85, 101, 96, 53, 98, 95, 85
#28 COc1ccc2oc(=O)cc(-c3nc(-c4ccccc4)c(-c4ccccc4)n3S(=O)(=O)c3ccc(C)cc3)c2c1
→ 91, 74, 96, 99, 115, 98, 97, 88
#29 CC(NC(=O)CCl)c1ccccc1 (stereo not given)
→ 107, 101, 105, 89, 99, 107, 104, 99
#30 COc1cc(/C=C/c2cc(/C=C/c3ccc(O)c(OC)c3)nc(N)n2)ccc1O
→ 4.8*, 4.2*, 1.7*, -21*, -7.9*, 2.9*, 10, 22

Whole records from above. Order of values: HOP-62	MOLT-4	CCRF-CEM	HOP-92	SR	RPMI-8226	A549/ATCC	EKVX
Results for N#C/C(=C1\SCCCN1c1ccccc1)c1nc2ccccc2s1 : 86	81	90	76	83	88	90	96
Results for C[C@@H]1O[C@@H](OC[C@H]2OC(Oc3c(-c4ccc(O)c(O)c4)oc4cc(O)cc(O)c4c3=O)[C@H](O)[C@@H](O)[C@@H]2O)[C@H](O)[C@H](O)[C@H]1O (stereo not given in full) : 105	·	93	90	·	·	93	103
Results for Brc1c(-c2ccncc2)nc2n1CCS2 : ·	87	-8.8*	74	53	60	94	110

New compounds follow.
Fields – HOP-62, MOLT-4, CCRF-CEM, HOP-92, SR, RPMI-8226, A549/ATCC, EKVX
#31 C/C(=N/O)c1ccc(N2C(=O)c3ccccc3C2=O)cc1
→ 97, 98, 101, 95, 93, 98, 100, 95
#32 CCN(CC)CCCC(C)Nc1ccnc2ccc(Oc3ccccc3)cc12 (stereo not given)
→ 87, 63, 72, ·, 15, 77, 82, 86
#33 NC(=O)c1ccc[n+](Cc2c(Cl)cccc2Cl)c1
→ 94&127, 106&108, 109&113, 111, 113, 101&116, 107&97, 92&105
#34 O=C1/C(=C/c2ccc(OCCCOc3ccc(Cl)cc3)cc2)N=C2SCCCN12
→ 99, 62, 70, 93, 68, 46, 73, 48
#35 OC(c1ccccc1)(C(F)(F)Cl)C(F)(F)Cl
→ 96, 99, 77, 115, 104, 90, 91, 101
#36 CC/C(=C(/c1ccc(Cl)cc1)c1ccc(OCCCN(C)C)cc1)c1ccc(OC)cc1
→ 99, 28, 37, 50, -41*, -41*, 50, 91
#37 CC(NNC(=S)N1CCCCCC1)c1ccc2ccccc2n1 (stereo not given)
→ 43, 28, ·, 66, 35, 56, 14, ·
#38 Cc1cc(=O)c2cccc(C)c2[nH]1
→ 86, 103, 113, 97, 86, 107, 108, 96
#39 O=C1C2CCCN2C(=O)c2ccccc2N1Cc1cn(-c2ccc(F)cc2)nn1 (stereo not given)
→ 104, 104, 105, 93, 101, 106, 100, 87
#40 CC1=C(C(=O)OCc2ccccc2)C(c2ccc3c(c2)OCO3)n2c(nc3ccccc32)N1 (stereo not given)
→ 44, 37, 25, 79, 9.8*, 40, 47, 64
#41 O=S(=O)(c1ccc(N=Cc2ccccc2O)cc1)N(c1ccccc1)C1C=CC=CC1 (stereo not given)
→ 98, 92, 107, 91, 97, 95, 80, 88
#42 CC(=O)CC(=O)NC1CCCCC1
→ 96, 84, ·, ·, 78, ·, 104, 102
#43 C#C[C@]1(O)CC[C@H]2[C@@H]3CC=C4c5sc(Nc6ccc(Cl)cn6)nc5CC[C@]4(C)[C@H]3CC[C@@]21C
→ 35, 2.9*, 15, 60, 7.0*, -21*, 50, 42
#44 Cc1ccc(O)c(C2=NN(c3ccc(S(C)(=O)=O)cc3)C(=O)CC2)c1
→ ·, 87, 92, 89, 81, ·, 103, 96
#45 O=C(CCCCCCN1CC(=O)N2[C@@H](C3CC3)c3[nH]c4ccccc4c3C[C@H]2C1=O)NO
→ 70, 16, 20, 53, 37, 56, 99, 86
#46 C#CCOc1cc(N(CC)CC)ccc1C(C(=O)NC(C)(C)C)N(C(=O)C1CCc2cc(F)ccc2O1)c1ccc(F)c(Cl)c1 (stereo not given)
→ 77, 21, 53, 48, 35, 38, 66, 54
#47 Nc1cccc(S(=O)(=O)c2cccc(N)c2)c1
→ 111, 10, 102, 97, ·, 110, 111, 105
#48 Cn1c(SCC(=O)Nc2ccc(-c3nc4ccc([N+](=O)[O-])cc4[nH]3)cc2)nc2ccccc2c1=O
→ 95, 77, 87, 59, 82, 95, 89, 85
#49 Cc1cc2c(cc1C)C(=O)C(=O)N2
→ 99, 108, 105, 85, 87, 95, 101, 110
#50 COc1ccc(-c2c(C#N)c(-c3ccco3)nc3c2c(-c2ccccc2)nn3-c2ccccc2)cc1OC
→ 104, 97, 96, 90, 108, 98, 89, 90
#51 C[C@@H](c1ncncc1F)[C@](O)(Cn1cncn1)c1ccc(F)cc1F
→ ·, 91, 101, 107, 92, 105, 105, 105
#52 CCN(CCO)CCCNc1ccnc2cc(Cl)ccc12
→ 105, 100, 99, 76, 59, 89, ·, 100
#53 Nc1nc2ccc(CNc3ccc(C(=O)NC(CC(=O)O)C(=O)O)cc3)cc2c(=O)[nH]1 (stereo not given)
→ 27, 30, 23, 64, ·, 44, 11, 64
#54 NC(=O)CS
→ 101, 117, 86, 90, ·, 99, 96, 100
#55 CCn1c(SCC(=O)NNC(=S)Nc2ccc(F)cc2)nc2c1c(=O)n(C)c(=O)n2C
→ 94, 94, 99, 99, 100, 104, 100, 98
#56 COc1ccc(/C=C2\SC(=O)NC2=O)cc1
→ 83, 105, 93, 63, 98, 93, 91, 88
#57 CCCC(=O)Oc1cc(C)ccc1C(C)C
→ 91, 107, 79, 73, 99, ·, 65, 103
#58 CC(C)CCSc1nc(-c2ccc(F)cc2)c(C#N)c(N2CCN(C)CC2)n1
→ 85, 73, 79, ·, 68, 80, 65, 88
#59 CCN1C2CCC1/C(=C\c1ccc(OC)cc1OC)C1=C2[C@@H](c2ccc(OC)cc2OC)C(C#N)=C(N)O1 (stereo not given in full)
→ 79, 57, 66, 46, ·, 37, 72, 84
#60 CCCOc1cc2c(cc1OCC)[C@@H]1C[C@@H](O)[C@H](O)[C@H](O)[C@H]1NC2=O
→ 104, 104, 107, 110, 116, 104, 107, 104

Three entries from above, with one line to a screen:
53	Nc1nc2ccc(CNc3ccc(C(=O)NC(CC(=O)O)C(=O)O)cc3)cc2c(=O)[nH]1 (stereo not given)
54	NC(=O)CS
55	CCn1c(SCC(=O)NNC(=S)Nc2ccc(F)cc2)nc2c1c(=O)n(C)c(=O)n2C

| Compound | 53 | 54 | 55 |
| --- | --- | --- | --- |
| HOP-62 | 27 | 101 | 94 |
| MOLT-4 | 30 | 117 | 94 |
| CCRF-CEM | 23 | 86 | 99 |
| HOP-92 | 64 | 90 | 99 |
| SR | · | · | 100 |
| RPMI-8226 | 44 | 99 | 104 |
| A549/ATCC | 11 | 96 | 100 |
| EKVX | 64 | 100 | 98 |

(list continues)
Fields – HOP-62, MOLT-4, CCRF-CEM, HOP-92, SR, RPMI-8226, A549/ATCC, EKVX
#61 COc1ccc(C(=O)/C=C/c2c(-c3ccc(F)cc3)nc3sccn23)cc1OC
→ 90, 60, 111, 51, ·, 52, 112, 96
#62 COc1ccc(NC(=O)NNC2=NC(c3ccc(Cl)cc3)C(C(C)=O)=C(C)N2)cc1 (stereo not given)
→ 98, 101, 93, 98, 98, 106, 109, 93
#63 Oc1ccccc1CN1CCOCC1
→ 93, 97, 107, 104, 100, 103, 99, 102
#64 O=S(=O)(O)c1c(N=Nc2c(O)ccc3ccccc23)ccc2ccccc12
→ 85, 86, 100, 90, 104, 105, 100, 101
#65 CNC1=C([N+](=O)[O-])C(c2ccc(F)cc2)C(C#N)=C(c2cccs2)O1 (stereo not given)
→ 96, 101, 109, 104, 101, 108, 101, 104
#66 NC(=O)C(Cc1cc(I)c(O)c(I)c1)NC(=O)c1ccccc1 (stereo not given)
→ 102, 113, 102, ·, 114, 107, 91, 92
#67 CC(COc1ccc(C(C)(C)C)cc1)OC(=O)Cc1ccccc1 (stereo not given)
→ 92, 111, 89, 84, 90, ·, 69, 103
#68 C[C@]12CC[C@H]3[C@@H](CCC4=CC(=O)CC[C@@]43C)[C@@H]1CC[C@@H]2C(=O)CF
→ 89, ·, 72, 90, 85, 75, 68, 36
#69 Nc1c(S(=O)(=O)O)cc2c(c1Cl)C(=O)c1ccccc1C2=O
→ 93, 101, 114, 89, 104, 96, 101, 80
#70 COc1ccc(/C=C/C(=O)c2ccc(OC)c(S(=O)(=O)Nc3cccnc3)c2)cc1
→ 98, 91, 77, 93, ·, 62, 94, 93
#71 COCCCNC1=C(C#N)C(=O)NC(c2cccc([N+](=O)[O-])c2)S1 (stereo not given)
→ 99, 110, 110, 84, 122, 96, 94, 97
